OPRM1-OPRD1 inv: mu-delta opioid heterodimer inverse agonism. inhibition, % at 9.3 µM. cell-based MOR-DOR heterodimer luminescence. 340,000 tested, 0.21% active; in the data active = inhibition above about 22%, passing the limit was not always enough;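 also: 0% = cells with DMSO and 100% = wells without cells with DMSO; values of inactives mirror those of a sister screen read the other way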
AddAB inh: less growth of phage-infected E. coli with AddAB; AID 435030; 330,000 tested, 0.29% active; inhibition, % at 11.9 µM; E. coli expressing H. pylori AddAB, absorbance growth; in the data active = inhibition above about 12%;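 also: 0% = vehicle wells of infected cells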
Tat transport: E. coli Tat transport inhibition | E. coli MC4100 TorA-mCherry Tat export, fluorescence | inhibition, % at 10 µM | 340,000 tested, 0.036% active | AID 488895;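 active = mean replicate inhibition at least 50% and at least half of replicates individually reaching 50%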;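 also: exported cargo escapes ClpAP degradation while cytoplasmic cargo is degraded and loses fluorescence; 0% = median of neutral control wells and 100% = median of NaSCN control wells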
PKA-R1A activ: activators of PKA-R1A complex. P00514+P68181. 340,000 tested, 0.083% active. activation, % at 11.4 µM. PKA-R1A dissociation, Cy5-IP20 fluorescence polarization; scaled: DMSO 0%, 113 µM cGMP 100%;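 active = percent activation above the mean of all tested compounds plus 3 SD, cut at about 19% in these data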;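 also: higher means more PKAc released from R1A so a rise in polarization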
phage Ecoli inh: E. coli growth loss with phage present | 360,000 tested, 0.26% active | AID 651602 | inhibition, % at 11.9 µM | growth absorbance; in the data active = inhibition above about 11%
HTR5A inv ctr: HTR5A inverse agonism, opioid heterodimer counter-screen; HTR5A cell line, luminescence; AID 504634; 340,000 tested, 0.083% active; inhibition, % at 9.3 µM; in the data active = inhibition mostly above about 23%, no sharp cut-off; inactive = mostly below about 18%;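 also: 0% = cells with DMSO and 100% = no-cell wells with DMSO; some compounds called inactive have numbers as strong as hits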
Target sequence (P47898 whole entry, looked up): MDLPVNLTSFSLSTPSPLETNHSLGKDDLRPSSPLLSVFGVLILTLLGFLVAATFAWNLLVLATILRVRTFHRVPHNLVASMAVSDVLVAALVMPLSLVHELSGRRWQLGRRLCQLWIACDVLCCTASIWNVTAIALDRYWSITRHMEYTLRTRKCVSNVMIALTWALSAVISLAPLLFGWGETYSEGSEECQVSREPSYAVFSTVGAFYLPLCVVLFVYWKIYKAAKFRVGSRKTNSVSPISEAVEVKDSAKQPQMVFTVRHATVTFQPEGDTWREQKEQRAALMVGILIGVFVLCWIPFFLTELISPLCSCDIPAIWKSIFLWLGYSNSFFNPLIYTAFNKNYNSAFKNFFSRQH
Mot1-301 SUMO: inhibitors of SUMOylation pathway: yeast Mot1-301 growth rescue. S. cerevisiae Mot1-301 growth rescue, ATP luminescence, 38.5C; percent above DMSO median, 100 means doubled. growth rescue, % at 18.8 µM. 320,000 tested, 1% active. AID 2716;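 active = every valid replicate shows activation above 250% relative to neutral control wells; inactive = the rest, any valid replicate at or below 250%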;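 also: OY570 slx delta 5 strain wells were the positive control but not used for scaling; some compounds called inactive have numbers as strong as hits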
E coli growth: counter-screen for AddAB inhibitors: E. coli growth inhibition. inhibition, % at 11.9 µM. 330,000 tested, 0.27% active. E. coli V3065 growth, OD600 absorbance, 18 h. AID 449728;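 active = inhibition above the campaign's mean inhibition across all tested compounds plus 3 SD, cut at about 9.9% in these data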;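 also: uninfected addAB+ strain grown without phage in ampicillin broth; 0% = DMSO wells and 100% = ciprofloxacin 0.95 µg/ml wells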
PfHsp90 yeast 2: growth inhibition of yeast expressing Plasmodium Hsp90 | 310,000 tested, 0.32% active | inhibition, % at 9.4 µM | AID 504621 | S. cerevisiae expressing PfHsp90, BacTiter-Glo ATP, 48 h; yeast lacking PDR1 and PDR3 efflux regulators;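 active = every replicate shows inhibition above about 80%, whatever the replicate mean, limit read from the data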;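 also: 0% = DMSO neutral controls and 100% = 20 µM radicicol positive controls; yeast relying on Plasmodium falciparum Hsp90 in place of its own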
MOR-DOR ag: agonists of human mu-delta opioid receptor heterodimerization | P35372+P41143 | cells, OPRM1-OPRD1 heterodimerization, luminescence | activation, % at 9.3 µM | 340,000 tested, 0.3% active | AID 504326; in the data active = activation above about 18%;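 also: 0% = vehicle-treated cells and 100% = reference agonist; values of inactives mirror those of a sister screen read the other way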
PKA-R2B act: activates the human PKA-R2B holoenzyme complex; activation, % at 11.4 µM; PKA-R2B holoenzyme dissociation, Cy5-IP20 fluorescence polarization; R2B truncated from residue 108, S112A mutant; 0% DMSO only, 100% 113 µM cGMP; P22694+P31323; 340,000 tested, 0.079% active;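 active = activation above a cutoff set at the mean over all compounds plus 3 SD, cut at about 18% in these data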;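 also: higher means more holoenzyme dissociation and a rise in polarization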
Target sequence (P31323 whole entry, looked up, other chains not shown, the tested form may be a part): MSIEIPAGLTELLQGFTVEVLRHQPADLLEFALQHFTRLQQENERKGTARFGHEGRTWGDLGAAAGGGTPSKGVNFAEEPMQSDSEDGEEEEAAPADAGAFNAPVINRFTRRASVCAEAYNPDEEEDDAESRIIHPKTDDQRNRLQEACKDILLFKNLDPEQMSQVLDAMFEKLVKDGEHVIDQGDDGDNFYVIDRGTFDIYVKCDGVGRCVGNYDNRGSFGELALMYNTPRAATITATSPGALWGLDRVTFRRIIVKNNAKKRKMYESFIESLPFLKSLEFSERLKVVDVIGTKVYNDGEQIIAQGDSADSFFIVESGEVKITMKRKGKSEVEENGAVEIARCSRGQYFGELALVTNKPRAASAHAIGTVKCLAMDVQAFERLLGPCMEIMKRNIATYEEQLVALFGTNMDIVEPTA
* = called active by the depositor; · = not tested or not shown. An unsorted share of the library; about 2.2% have a hit in one of these screens.

SMILES	OPRM1-OPRD1 inv	AddAB inh	Tat transport	PKA-R1A activ	phage Ecoli inh	HTR5A inv ctr	Mot1-301 SUMO	E coli growth	PfHsp90 yeast 2	MOR-DOR ag	PKA-R2B act
O=C(COc1ccccc1)N/N=C/c1cc2c(cc1[N+](=O)[O-])OCO2	-6	-0.7	4	0	1.4	-6	33	1.1	-32	1.0	-1
Cc1ccc(CNC(=O)COC(=O)C2CCC2)cc1	9	0.2	1	13	-0.3	10	-6	0.2	·	-1.8	10
Cc1ccc(NC2CCCN(C(=O)c3cnc4ccccn4c3=O)C2)cc1C (stereo unspecified)	14	2.5	2	-13	1.4	-2	432	3.6	-10	-2.7	-2
CCOc1ccc(NC(C)C(=O)N/N=C/c2cccs2)cc1 (stereo unspecified)	-3	2.8	-2	-6	2.5	18	-10	0.8	10	0.5	0
COc1ccc(CN2CCN(Cc3cccc(Oc4ccccc4)c3)CC2)c(OC)c1OC	-32	-2.1	3	11	1.5	-12	-16	0.5	8	6.8	2
Cc1oc2c(c1C(=O)O)C(=O)c1ccccc1C2=O	-37	1.5	2	-2	1.9	-3	13	-0.8	-14	7.2	5
O=C(COC(=O)CNC(=O)c1ccc(Br)o1)Nc1ccccc1OC(F)F	9	1.2	-2	-8	3.8	-2	-13	0.3	0	-1.9	-1
Cc1c(C=O)c2cc(OCc3ccccc3)ccc2n1C	16	-1.0	-8	6	1.8	-3	-10	-3.0	-9	-3.3	0
N#Cc1nc(COc2cccc(Cl)c2)oc1NCc1ccncc1	16	1.8	-1	-10	0.9	14	-9	0.5	-1	-2.9	-16
OCCCNc1ncnc2sc3c(c12)CCN(Cc1ccccc1)C3	-2	-0.7	0	1	0.9	12	236	-13	20	0.4	-4
CCCN(CC(=O)Nc1ccccc1C)C(=O)/C=C/c1ccc(OCC)c(OC)c1	4	0.3	-5	-4	2.3	-3	-7	-0.3	-5	-1.1	0
Cc1occc1-c1nnc(SCC(=O)c2ccc(Cl)cc2)n1C	6	1.2	15	1	2.5	-12	42	-1.4	16	-1.1	-12
Cc1ccc2nc(NC(=O)COC(=O)c3cccnc3)sc2c1	-5	2.2	2	7	1.3	11	-2	2.8	·	1.2	-4
CCN(CC)C(=O)Cn1cc(S(=O)(=O)CC(=O)NCc2ccc(C)cc2)c2ccccc21	14	1.7	-2	5	-2.9	25	6	-0.3	-32	-2.7	6
Cc1ccc(NC(=S)NC2CCCC2)c(C)c1	4	2.8	3	-12	7.0	-33	-10	-1.2	-41	-0.7	2
O=C(CCC1CCCCC1)Nc1c[nH]c(=O)[nH]c1=O	7	1.9	5	8	2.8	14	2	1.0	9	-1.2	-2
CC(=O)C1=C(O)C(=O)N(c2ccccn2)C1c1ccccc1[N+](=O)[O-] (stereo unspecified)	21	0.9	-5	-1	0.9	-4	2	-2.9	10	-4.7	-5
Cn1cnc2c(cnn2C)c1=N	8	·	-4	-10	-1.1	1	·	·	·	-1.4	-3
Cc1oc2cc3oc(=O)c(CCC(=O)NCCCN4CCOCC4)c(C)c3cc2c1C	8	4.9	1	-7	-1.6	5	-17	1.2	8	-1.5	6
OCCNC(=S)Nc1ccc2c(c1)OCCO2	5	0.1	-6	7	1.8	-18	5	-1.3	1	-0.9	4
CCN(CC)S(=O)(=O)c1ccc(Cl)c(NC(=O)COC(=O)c2ccc([N+](=O)[O-])o2)c1	-14	2.0	-5	-13	2.5	-14	-6	2.8	23	2.7	7
COc1cccc(NC(=O)C(c2ccccc2)N2CCN(c3ccccn3)CC2)c1 (stereo unspecified)	11	0.3	-3	-14	-0.9	-4	-17	-0.7	-16	-2.1	-8
CC1CCCCN1CCCNC(=O)c1ccc2c(=O)n(CCc3ccccc3)c(=O)[nH]c2c1 (stereo unspecified)	7	1.2	1	2	1.6	-24	2	1.1	·	-1.3	5
O=C(COc1ccc(Cl)cc1)NNC(=O)c1ccccc1C(=O)O	-21	·	-7	0	-0.5	-12	2	·	25	6.4	-10
COc1ccc(S(=O)(=O)N2CCCCCC2)cc1NC(C)C(=O)Nc1ccc(NC(C)=O)cc1 (stereo unspecified)	2	·	6	-7	2.2	7	·	·	-14	-0.5	-6

An excerpt of these results, with values under each structure:
Value order: OPRM1-OPRD1 inv	AddAB inh	Tat transport	PKA-R1A activ	phage Ecoli inh	HTR5A inv ctr	Mot1-301 SUMO	E coli growth	PfHsp90 yeast 2	MOR-DOR ag	PKA-R2B act
> Cc1ccc(CNC(=O)COC(=O)C2CCC2)cc1
 : 9	0.2	1	13	-0.3	10	-6	0.2	·	-1.8	10
> Cc1ccc(NC2CCCN(C(=O)c3cnc4ccccn4c3=O)C2)cc1C (stereo unspecified)
 : 14	2.5	2	-13	1.4	-2	432	3.6	-10	-2.7	-2

6 compounds already listed, ordered by heavy-atom count, ascending.
SMILES	OPRM1-OPRD1 inv	AddAB inh	Tat transport	PKA-R1A activ	phage Ecoli inh	HTR5A inv ctr	Mot1-301 SUMO	E coli growth	PfHsp90 yeast 2	MOR-DOR ag	PKA-R2B act
OCCNC(=S)Nc1ccc2c(c1)OCCO2	5	0.1	-6	7	1.8	-18	5	-1.3	1	-0.9	4
O=C(CCC1CCCCC1)Nc1c[nH]c(=O)[nH]c1=O	7	1.9	5	8	2.8	14	2	1.0	9	-1.2	-2
Cc1c(C=O)c2cc(OCc3ccccc3)ccc2n1C	16	-1.0	-8	6	1.8	-3	-10	-3.0	-9	-3.3	0
O=C(COC(=O)CNC(=O)c1ccc(Br)o1)Nc1ccccc1OC(F)F	9	1.2	-2	-8	3.8	-2	-13	0.3	0	-1.9	-1
CCN(CC)S(=O)(=O)c1ccc(Cl)c(NC(=O)COC(=O)c2ccc([N+](=O)[O-])o2)c1	-14	2.0	-5	-13	2.5	-14	-6	2.8	23	2.7	7
Cc1oc2cc3oc(=O)c(CCC(=O)NCCCN4CCOCC4)c(C)c3cc2c1C	8	4.9	1	-7	-1.6	5	-17	1.2	8	-1.5	6

Continuation.
SMILES	OPRM1-OPRD1 inv	AddAB inh	Tat transport	PKA-R1A activ	phage Ecoli inh	HTR5A inv ctr	Mot1-301 SUMO	E coli growth	PfHsp90 yeast 2	MOR-DOR ag	PKA-R2B act
CCOc1ccc2nc(NC(=O)C3=NNC(=O)CC3)sc2c1	3	5.8	2	-1	2.6	-17	329	0.8	16	-0.5	-13
N#C/C(=C/c1cccs1)c1nc2ccccc2[nH]1	-29	3.5	2	4	2.7	-3	8	-1.0	31	5.7	3
CCOC(=O)c1c(NC(=O)COC(=O)c2ccc(C)s2)sc2c1CC(C)(C)NC2(C)C	2	7.1	0	-9	2.3	-4	-8	-0.2	19	-0.4	-19
Nc1nc(-c2ccco2)nn1C(=O)c1ccccc1	4	5.3	0	-7	2.6	21	249	1.5	25	-0.6	-4
CCNC(=S)Nc1cc(OCC)c(N2CCOCC2)cc1OCC	-7	-1.0	-5	-10	3.9	29	-9	-0.3	-15	1.4	15
N#CC1=C(N)Oc2cc3c(cc2C1c1ccc(Cl)cc1)OCO3 (stereo unspecified)	-2	0.4	0	5	3.4	-1	11	-1.1	18	0.3	5
CN(C)S(=O)(=O)c1cccc(C(=O)N=C2N=C3C=CC(Cl)=CN3Cc3ccccc32)c1	6	-1.6	-1	-2	2.6	9	79	0.1	0	-1.2	-7
CCCCN(CCCC)CCCNC(=O)Cn1cc2c(n1)-c1c(oc(C(=O)N3CCCC3)c1C)CC2	17	5.8	-6	1	2.2	4	10	0.4	-14	-3.2	-9
Cc1ccc(S(=O)(=O)N2[C@@H](c3ccc(F)cc3)C(C(=O)O)=CC[C@H]2c2ccc(Cl)cc2)cc1	9	1.6	0	-5	-0.5	0	-25	-0.2	-4	-1.6	-3
CCCC1(c2ccsc2)NC(=O)NC1=O (stereo unspecified)	10	·	-4	-2	4.9	9	·	·	9	-2.1	6
COc1ccccc1N1CCN(c2ncnc3sc(C)c(-c4ccccc4)c23)CC1	16	1.6	-5	5	·	-6	-6	-0.4	-26	-2.5	-5
Cc1cccc(NC(=O)c2ccc(N(C)C3CCCCC3)c([N+](=O)[O-])c2)n1	-5	3.2	-1	-13	1.2	-9	-2	3.1	-1	0.9	1
CCN(CC(=O)Nc1ccccc1C(F)(F)F)C(=O)c1ccccc1Cc1ccccc1	3	2.4	0	-7	1.2	-23	-16	-1.4	2	-0.4	-6
CC(Oc1ccc(Br)cc1)C(=O)NCC(C)(C)N1CCOCC1 (stereo unspecified)	4	-1.9	1	-6	1.8	0	11	-0.7	-37	-0.7	-2
CC(C)(C)C1CCC(=NNc2ccc(S(N)(=O)=O)cc2[N+](=O)[O-])CC1 (stereo unspecified)	-48	0.2	10	-11	2.0	4	3	0.4	25	9.4	-6
Cc1ccc2c(=O)[nH]c(Cc3ccccc3C(=O)O)nc2c1	-4	-1.6	-3	-1	1.2	-12	8	-1.3	-28	0.8	-1
Cc1nc2oc3c(NCC4CCCO4)ncnc3c2c2c1COC(C)(C)C2 (stereo unspecified)	12	-0.5	7	1	4.0	-9	-2	-2.2	-12	-2.7	-2
Cn1cccc1/C=C1\SC(=S)N(NC(=O)c2ccc(Cl)cc2)C1=O	19	7.8	10	1	3.1	0	-6	2.3	-1	-3.2	7
O=C(CN(Cc1ccccc1)C1=NCCS1)c1ccc(Cl)cc1	3	3.7	0	5	1.7	-3	-10	-2.2	4	-0.6	-3
CC(C)NOC(=O)c1ccc(Cl)cc1	16	3.1	6	-10	3.2	6	-7	-0.6	5	-3.4	1
COC(=O)[C@@]12CCCCN1[C@H](c1ccc(SC3CCCCC3)cc1)[C@@H]1C(=O)N(C)C(=O)[C@@H]12	0	0.8	-2	15	2.1	3	-5	1.4	-8	0.0	6
COc1cc(/C=N/Nc2nc(=O)[nH]nc2C)cc([N+](=O)[O-])c1O	14	0.0	6	11	4.5	15	0	-1.8	-46	-2.7	-8
O=S(=O)(c1ccc2ccccc2c1)N1CCN(C(=S)Nc2ccc(F)c(Cl)c2)CC1	-23	1.4	2	-2	1.0	4	-5	2.4	-8	4.3	-5
CCOC(=O)C1CCCN(C(=O)CCNC(=O)Cn2ccc3ccccc3c2=O)C1 (stereo unspecified)	0	1.3	0	-15	0.2	13	-10	-2.6	-19	0.0	-4
Cc1cc(-c2ccco2)n(CC(=O)NCCN(C)C)n1	15	2.4	5	-15	0.1	-6	3	-1.0	6	-2.8	-2
Cc1csc(NC(=O)c2cc(C)on2)n1	-9	2.5	-1	13	1.7	1	-9	0.3	-22	2.4	-13
Cn1c(=O)c2c(nc(Sc3ncnn3CC(=O)N3CCOCC3)n2C)n(C)c1=O	14	-2.3	-2	-4	3.8	-1	3	-0.7	1	-2.6	-15
Cn1cc(CNC(=O)c2sc3cccc(Cl)c3c2Cl)cn1	5	0.8	-2	-11	0.5	-2	-3	-0.6	-21	-0.8	1
CCCOC(=O)c1ccc(Oc2cn[nH]c2-c2ccc(OCC(=O)NN)cc2O)cc1	-9	4.0	-3	-3	6.0	-21	23	1.4	14	1.7	4

Screening data: PubChem BioAssay, several laboratories
